# aSyn yeast inh: inhibitors of alpha-synuclein toxicity in yeast; Yeast expressing alpha-synuclein, growth rescue, BacTiter-Glo, 24 h; Potency, µM (highest dose often 46.1 µM), for the others: at the highest dose growth rescue (activation), hits mostly activators; 370,000 tested, 0.14% active; further: potency means the concentration at half of the fitted maximal effect; % of control where 0% means no effect; nearly all actives have a fitted effect of over 65% in size
#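 Rescue of yeast growth: cells expressing toxic alpha-synuclein, induced in galactose at OD600 0.02, incubated with compound 24 h at 30 C. ATP luminescence quantified growth; inhibitors of toxicity appear as activators.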
# GLP-1R inv ag: GLP-1 receptor (human) inverse agonism; P43220; 410,000 tested, 1.6% active; Potency, µM (doses to about 38.3 µM), for the others: top-dose activity change, negative = inhibition, usual class: inhibitors; HEK293 GLP-1R CRE-luciferase, luminescence, 24 h; GLP-1R form is constitutively active; AID 624417; further: potency means the concentration at half of the fitted maximal effect; on the % scale 0 is the no-effect control and ±100 the full control effect; nearly all actives have a fitted effect of over 55% in size
#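 Using stably transfected HEK293 (constitutively active GLP-1R, cAMP-luciferase reporter), compounds were incubated 24 hr and luciferase measured by luminescence.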
# PTHR1 agonist: PTHR1 (human) receptor agonism; Q03431; HEK293 GP2 PTHR1 cells, GloSensor cAMP luminescence, 1 h; Potency, µM (titrated, usually from 115 µM), inactives show at the highest dose activation, most hits filed as activators; 410,000 tested, 0.075% active; further: potency means the concentration at half of the fitted maximal effect; nearly all actives have a fitted effect of over 55% in size; some results filed as inactive show a strong effect at the top dose; inactives centre near -15; many of its hits are not listed in these tables
# Target sequence (Q03431 whole entry, looked up): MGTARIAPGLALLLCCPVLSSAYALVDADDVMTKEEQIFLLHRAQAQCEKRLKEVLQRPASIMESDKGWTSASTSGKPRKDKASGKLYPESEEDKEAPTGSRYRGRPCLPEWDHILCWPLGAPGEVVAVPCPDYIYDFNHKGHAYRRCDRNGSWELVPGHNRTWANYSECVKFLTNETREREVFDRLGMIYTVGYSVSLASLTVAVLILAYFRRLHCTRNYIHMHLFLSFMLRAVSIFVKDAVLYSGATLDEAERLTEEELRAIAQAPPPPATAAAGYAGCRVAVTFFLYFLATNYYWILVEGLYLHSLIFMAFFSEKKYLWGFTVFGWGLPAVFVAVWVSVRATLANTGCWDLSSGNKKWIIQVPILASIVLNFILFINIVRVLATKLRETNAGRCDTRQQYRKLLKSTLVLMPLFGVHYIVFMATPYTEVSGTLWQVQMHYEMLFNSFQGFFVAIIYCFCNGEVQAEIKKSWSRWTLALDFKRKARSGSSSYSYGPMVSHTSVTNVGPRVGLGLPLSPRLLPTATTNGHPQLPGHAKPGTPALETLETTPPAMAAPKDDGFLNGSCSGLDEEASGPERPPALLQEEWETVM
#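 HEK-293-derived GP2 cells expressing PTHR1 and a GloSensor cAMP reporter, 3,000/well, plated overnight, given luciferin plus IBMX (each 0.5 mM as added) for 1 h at 37 °C, then compound for 1 h at 37 °C. Luminescence was read after 15 min at room temperature.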
# D3 antag: antagonists of human D3 dopamine receptor. P35462. D3R cells, DiscoveRx beta-arrestin luminescence, antagonist mode; stronger effect = lower value. max response, negative = inhibition, %. 360,000 tested, 2.5% active; in the data active means max response below about -50%; inconclusive means no clear call, values can overlap the other calls; further: on the % scale 0 is the no-effect control and ±100 the full control effect; mostly tested at two doses, the higher about 12 µM
# Target sequence (P35462 whole entry, looked up): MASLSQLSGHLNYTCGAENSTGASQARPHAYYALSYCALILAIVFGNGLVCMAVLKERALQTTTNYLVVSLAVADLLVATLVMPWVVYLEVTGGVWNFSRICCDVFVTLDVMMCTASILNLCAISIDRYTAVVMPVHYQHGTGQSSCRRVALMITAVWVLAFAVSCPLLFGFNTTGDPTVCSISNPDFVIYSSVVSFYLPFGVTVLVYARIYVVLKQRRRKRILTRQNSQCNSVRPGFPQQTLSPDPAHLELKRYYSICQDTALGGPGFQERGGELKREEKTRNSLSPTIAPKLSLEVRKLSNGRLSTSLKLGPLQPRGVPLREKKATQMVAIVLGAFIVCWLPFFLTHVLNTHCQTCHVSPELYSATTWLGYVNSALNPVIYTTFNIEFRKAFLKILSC
#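 Cells plated overnight at 1500 cells/well, then exposed to library compounds with dopamine controls for 90 minutes at 37 degrees C. DiscoveRx reagent added for 30–60 minutes at room temperature; luminescence read, quantitative HTS format.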
# Abeta yeast res: A-beta toxicity reversal in yeast. yeast expressing A-beta42, growth rescue, OD600, 48 h; response scale: 0% DMSO, 100% iron-clioquinol control. Potency, µM (titrated, usually from 46.1 µM), for the others: at the top dose growth rescue, usual class: activators. 410,000 tested, 0.063% active. AID 1347071; further: potency means the concentration at half of the fitted maximal effect; nearly all actives have a fitted effect of over 55% in size
#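 Yeast growth medium received pinned compounds, then yeast cells expressing toxic A-beta were added; plates incubated at 30 C for 48 hr. Growth read as absorbance at 600 nm, normalized to DMSO and equimolar FeCl3 plus clioquinol controls.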
# FUS suppressor: suppressors of FUS proteinopathy in yeast; S. cerevisiae FUS-expressing, growth rescue, OD600, 24 h; Potency, µM (titrated, usually from 76.6 µM), for inactives: at the highest dose growth rescue (activation), most hits filed as activators; 390,000 tested, 0.24% active;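 further: potency means the concentration at half of the fitted maximal effect; plate controls were DMSO vehicle for no effect and reference control for full effect; nearly all actives have a fitted effect of over 55% in size; some results filed as inactive show a strong effect at the top dose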
#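 Galactose (2%) drives FUS expression in yeast precultured in raffinose; seeding density OD 0.005. Test compounds incubated 24hr at 30C and 99% humidity before absorbance at 600 nm was measured.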
# TDP-43 yeast inh: TDP-43 toxicity inhibition in yeast; Potency, µM (top dose mostly 46.1 µM), inactives show at the highest dose growth rescue (activation), hits mostly activators; AID 652104; 410,000 tested, 1.8% active; TDP-43 expressing yeast growth rescue, BacTiter-Glo, 24 h; further: potency means the concentration at half of the fitted maximal effect; % of control where 0% means no effect; nearly all actives have a fitted effect of over 50% in size
#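 Yeast expressing TDP-43 (pregrown in raffinose, seeded at OD600=0.02 in galactose medium) exposed to compounds 24 hr at 30 deg C. Growth read by BacTiter-Glo luminescence; rescue of toxicity appears as increased signal.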
# Akt phos inh: inhibitors of Akt phosphorylation. Neuro2A IGF-stimulated pAkt S473 HTRF, 20 min; stronger effect = lower value. activity change, % for hits at 50 µM. 360,000 tested, 0.32% active. AID 651550; in the data active means activity change below about -80%; inconclusive means mostly about -51% to -80%; further: on the % scale 0 is the no-effect control and ±100 the full control effect
#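 Neuro2A cells (4,500/well, DMEM with 0.5% FBS) were treated with compound at a single 50 µM final concentration, stimulated with 6 nM IGF for 20 min at 37 °C, and lysed. Phospho-Akt Ser473 was read by HTRF as 665/615 ratio ×10^4.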
# GLP1R ag: agonists of human GLP-1 receptor; P43220; HEK293 GLP-1R CRE-luciferase, luminescence, 4-6 h; cells express a hypersensitive GLP-1R form; Potency, µM (highest dose often 45.6 µM), inactives show top-dose activation, hits mostly activators; 380,000 tested, 0.007% active; further: potency means the concentration at half of the fitted maximal effect; % of control where 0% means no effect
# Numbers without * were called inactive; i = inactive; ? = inconclusive; nt = not tested or not shown; & = joins results of further samples; [ ] = remark or other dose. Unless noted, the call rests on the fitted dose curve; in most records, active means well fitted curve in the direction sought with a large enough effect; inconclusive means small, poorly fitted or top-dose-only effect, or another doubt; inactive means no such curve, though single readings can be large; an effect the other way counts as inactive or inconclusive.
# Second line of a record: aSyn yeast inh	GLP-1R inv ag	PTHR1 agonist	D3 antag	Abeta yeast res	FUS suppressor	TDP-43 yeast inh	Akt phos inh	GLP1R ag
CC(OC(=O)c1ccc2c(c1)C(=O)N(Cc1ccncc1)C2=O)C(=O)Nc1cccc(Cl)c1Cl (stereo not given)
→ -6%	6%	-14%	24	17%	12%	18%	i	6%
CC(=O)NC(CCCCNC(=S)NC1CCCCC1)C(=O)O (stereo not given)
→ -4%	1%	-11%	-7	-19%	22%	-2%	i	-3%
Cc1ccc(C)n1-n1c(C)nc2sc(-c3ccccc3)cc2c1=O
→ 1%	?	-14%[57.5 µM]	47	-21%	27%	?	nt	0%
Cc1onc(-c2c(Cl)cccc2Cl)c1C(O)c1ccccc1 (stereo not given)
→ 28%	?	-21%	4	17%	13%	11µM*	i	3%
Cc1onc(-c2ccccc2Cl)c1C(=O)O/N=C(\N)c1ccccc1
→ -12%	10µM*	i	12	-3%	-1%	19%	i	16%
O=C1C(=O)N(CCCN2CCOCC2)C(c2ccc(F)cc2)/C1=C(\O)c1ccc2c(c1)OCCO2 (stereo not given)
→ -7%	-5%	i	5	8%	4%	0%	i	0%
O=C(Cn1c(=O)sc2ccccc21)Nc1ccccc1
→ -1%	-27%	i	-22	20%	-4%	5%	i	-1%
Cc1nc(-c2ccc(NS(C)(=O)=O)cc2)cs1
→ 2%	7%	i	13	17%	-10%	8%	i	5%
c1ccc2oc(-c3nn4c(Cn5cnc6ccccc65)nnc4s3)cc2c1
→ 5%	13%	-17%	1	2%	16%	-2%	i	-3%
O=C(Oc1ccc(C(=S)N2CCOCC2)cc1)c1ccccc1
→ -4%	5%	-26%	-12	7%	6%	7%[9.22 µM]	i	9%
O=C(c1ccc2c(c1)N(Cc1ccccc1)C(=O)c1ccccc1S2(=O)=O)N1CCOCC1
→ nt	11%	-17%	nt	3%	-12%	?	nt	nt
COc1ccc(NC(=O)CN(C)C(=O)/C=C/c2cn(-c3ccccc3)nc2-c2ccc(C)cc2)cc1
→ 8%	?	i	-55*	14%	?	29%	i	-19%
COC(=O)c1cc(-c2cccs2)[nH]n1
→ -3%	14%	i	-5	-11%	-25%	-16%	i	7%
CCCC1(c2ccccc2)NC(=O)N(CC(=O)NCc2ccc(OC)cc2)C1=O (stereo not given)
→ 4%	-19%	i	10	9%	-11%	1%	i	2%
CC(=O)Nc1ccc(C(=O)CSc2nnc(-c3ccc(O)cc3)n2CC2CCCO2)cc1 (stereo not given)
→ 5%	2%	i	3	5%	3%	-7%	i	7%
Cc1oc(-c2cccc(Cl)c2)nc1CN1CCC(C(=O)NC2CC2)CC1
→ 10%	10%	-4%	12	4%	13%	8%	i	-1%
CCOC(=O)c1nn(-c2ccc(C)cc2)c(=O)cc1OCC(=O)Nc1ccc(OC)cc1
→ -10%	-6%	-19%	10	8%	nt	14%	i	-6%
CCOC(=O)C1=C(C)NC2=C(C(=O)CCC2)C1c1ccc(N(C)C)cc1 (stereo not given)
→ 1%	0%	i	2	11%	27%	-16%	nt	-6%
CC(=O)Nc1ccc(/C=C(\C#N)C(=O)NC2CCCCC2C)cc1 (stereo not given)
→ -3%	1%	11%	-15	-22%	?	-22%	i	5%
Cc1ccc(NCCC(=O)c2cccc([N+](=O)[O-])c2)cc1
→ -68%[inhibitor]	14%	-10%	-7	-12%	?	12%	i	-1%

# More structures:
# Abbreviations: A = aSyn yeast inh; B = GLP-1R inv ag; C = PTHR1 agonist; D = D3 antag; E = Abeta yeast res; F = FUS suppressor; G = TDP-43 yeast inh; H = Akt phos inh; I = GLP1R ag
CC1CCCCN1CCn1cnc2c([nH]c3ccccc32)c1=O (stereo not given)
  A = -2% | B = 13% | C = -59%[inhibitor] | D = 5 | E = 9% | F = -22% | G = 10% | H = i | I = -1%
Cc1ccc(OCC(=O)NNC(=O)c2ccco2)c(C)c1
  A = -2% | B = -1% | C = -18% | D = -10 | E = 3% | F = 18% | G = 2% | H = i | I = 0%
CCSc1nnc(-c2cccnc2)n1-c1ccc(Cl)c(C)c1
  A = 8% | B = 0% | C = i | D = -7 | E = -3% | F = 10% | G = -4% | H = i | I = 19%
CCc1ccc(S(=O)(=O)Nc2ccc3oc(C)c(C(=O)OCCOC)c3c2)cc1
  A = nt | B = -15% | C = i | D = nt | E = 8% | F = ? | G = ? | H = nt | I = nt
Cc1ccccc1NC(=O)CSc1ccc(-c2cccs2)nn1
  A = nt | B = ? | C = -9% | D = nt | E = -9% | F = 15% | G = ? | H = nt | I = nt
CCCCCn1c(=O)[nH]c2cc(C(=O)Nc3ccc(F)c(F)c3)ccc2c1=O
  A = nt | B = -8% | C = -33%[inhibitor] | D = nt | E = -3% | F = -35% | G = 16% | H = nt | I = 1%
NC(=O)C1CCN(Cc2nc3cc(C(F)(F)F)ccc3c(=O)[nH]2)CC1
  A = 0% | B = 11% | C = i | D = 4 | E = 1% | F = ? | G = 1% | H = i | I = -5%
Cc1ccc(NC(=O)c2sc3nc(-c4ccc(F)cc4)ccc3c2N)cc1F
  A = nt | B = 19% | C = -4% | D = nt | E = -11% | F = 5% | G = 3% | H = nt | I = nt
CC1CCC(NC(=O)COC(=O)C2=NN(c3ccccc3)C(=O)CC2)CC1 (stereo not given)
  A = 5% | B = 5% | C = ? | D = 3 | E = 8% | F = -17% | G = 2% | H = i | I = -7%
CCN(CC)C(=S)Nc1ccc(C(=O)OC)cc1
  A = -2% | B = 7% | C = -9% | D = 6 | E = -12% | F = 7% | G = 23% | H = i | I = -1%
CC(C)C(NC(=O)c1ccco1)C(=O)OCC(=O)NCCc1ccccc1 (stereo not given)
  A = -7% | B = 4% | C = -24% | D = 11 | E = 2% | F = 9% | G = 9% | H = i | I = 10%
Cc1ccc(NC(=O)C2CCCN2S(=O)(=O)c2cccc3cccnc23)c(C)c1 (stereo not given)
  A = 3% | B = 8%&-5% | C = -2% | D = 9 | E = -22% | F = ? | G = -9% | H = i | I = -3%
O=C(N/N=C/C1C(c2ccccc2)C1(Cl)Cl)c1cccc(Cl)c1 (stereo not given)
  A = 17% | B = -2% | C = i | D = -19 | E = -8% | F = 5.6µM* | G = -15% | H = i | I = 1%
CCOc1ccc(OCC)c(NS(=O)(=O)c2ccc3c(c2)CCCN3C(C)=O)c1
  A = nt | B = 9% | C = 7% | D = nt | E = 10% | F = 25% | G = 27% | H = nt | I = nt
COc1ccc(-c2nn(-c3ccccc3)cc2C(=O)N2CCN(S(=O)(=O)c3ccccc3[N+](=O)[O-])CC2)cc1
  A = -8% | B = -4% | C = i | D = -7 | E = -56%[inhibitor] | F = ? | G = -11% | H = i | I = 15%
C=CCNC(=S)Nc1sc2c(c1C(=O)OCC)CC(C)(CC)OC2 (stereo not given)
  A = -4% | B = -3% | C = -5% | D = 6 | E = 4% | F = ? | G = ? | H = i | I = 1%
COc1ccc(C=NNc2ccc([N+](=O)[O-])cn2)cc1
  A = -4% | B = 14% | C = -12% | D = -18 | E = -5% | F = 4% | G = -21% | H = i | I = 4%
Clc1ccc(-c2nc3c4ccccc4ccn3c2CC2CCCCC2)cc1
  A = 4% | B = 12% | C = -24% | D = -5 | E = 4% | F = -5% | G = 8% | H = i | I = -2%
O=C(Nc1ccc(Cl)c(Cl)c1)C1CCN(C(=O)c2ccco2)CC1
  A = -6% | B = ? | C = ? | D = -81* | E = 7% | F = 20% | G = 1% | H = i | I = 3%
COc1cccc(C2/C(=C(\O)c3ccc4c(c3)OCCO4)C(=O)C(=O)N2Cc2cccnc2)c1 (stereo not given)
  A = -1% | B = 33%[activator] | C = i | D = 16 | E = -7% | F = 9% | G = -14% | H = i | I = -1%
O=C1CCN(Cc2ccco2)C(=S)N1
  A = -2% | B = 1% | C = i | D = -3 | E = -5% | F = -7% | G = -4% | H = i | I = 7%
CCn1c2ccccc2c2cc(CNCCCN3CCOCC3)ccc21
  A = 11% | B = ? | C = i | D = -100* | E = -3% | F = 4% | G = -2% | H = i | I = -4%
COc1ccc(C(C)=O)cc1COC(=O)c1c(C)nn(-c2ccccc2)c1C
  A = 0% | B = ? | C = -6% | D = 33 | E = -1% | F = 27% | G = 14% | H = i | I = 13%
Nc1ncnc(N)c1NC(=O)c1ccc(OCc2ccccc2)cc1
  A = 3% | B = 9% | C = i | D = 15 | E = 3% | F = 4% | G = 1% | H = i | I = -5%

# Ordered by value in GLP1R ag (high to low): some entries from above.
compound	GLP1R ag
O=C(N/N=C/C1C(c2ccccc2)C1(Cl)Cl)c1cccc(Cl)c1 (stereo not given)	1%
Cc1ccc(OCC(=O)NNC(=O)c2ccco2)c(C)c1	0%
NC(=O)C1CCN(Cc2nc3cc(C(F)(F)F)ccc3c(=O)[nH]2)CC1	-5%

# Of the compounds above, 3 have an aryl thioether with sulfur outside any ring.
# Abbreviations: A = aSyn yeast inh; B = GLP-1R inv ag; C = PTHR1 agonist; D = D3 antag; E = Abeta yeast res; F = FUS suppressor; G = TDP-43 yeast inh; H = Akt phos inh; I = GLP1R ag
CC(=O)Nc1ccc(C(=O)CSc2nnc(-c3ccc(O)cc3)n2CC2CCCO2)cc1 (stereo not given)
  A = 5% | B = 2% | C = i | D = 3 | E = 5% | F = 3% | G = -7% | H = i | I = 7%
CCSc1nnc(-c2cccnc2)n1-c1ccc(Cl)c(C)c1
  A = 8% | B = 0% | C = i | D = -7 | E = -3% | F = 10% | G = -4% | H = i | I = 19%
Cc1ccccc1NC(=O)CSc1ccc(-c2cccs2)nn1
  A = nt | B = ? | C = -9% | D = nt | E = -9% | F = 15% | G = ? | H = nt | I = nt

# Compound activity (PubChem)

# A portion of the library, so the mix of outcomes need not match the whole.
